High-throughput results as filed in PubChem.
PPARg SRC3 recr: PPARgamma agonists recruiting SRC-3 coactivator, primary screen, biochemical. 200,000 compounds, 0.26% hits. biochemical PPARgamma/SRC-3 coactivator recruitment assay. activation, % at 8 µM. Peroxisome proliferator-activated receptor gamma (Homo sapiens), P37231; in the data active means activation above about 23%;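 further: 0% = DMSO and 100% = reference agonist; some compounds past the cut are filed as inactive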
Target sequence (P37231 whole entry, looked up): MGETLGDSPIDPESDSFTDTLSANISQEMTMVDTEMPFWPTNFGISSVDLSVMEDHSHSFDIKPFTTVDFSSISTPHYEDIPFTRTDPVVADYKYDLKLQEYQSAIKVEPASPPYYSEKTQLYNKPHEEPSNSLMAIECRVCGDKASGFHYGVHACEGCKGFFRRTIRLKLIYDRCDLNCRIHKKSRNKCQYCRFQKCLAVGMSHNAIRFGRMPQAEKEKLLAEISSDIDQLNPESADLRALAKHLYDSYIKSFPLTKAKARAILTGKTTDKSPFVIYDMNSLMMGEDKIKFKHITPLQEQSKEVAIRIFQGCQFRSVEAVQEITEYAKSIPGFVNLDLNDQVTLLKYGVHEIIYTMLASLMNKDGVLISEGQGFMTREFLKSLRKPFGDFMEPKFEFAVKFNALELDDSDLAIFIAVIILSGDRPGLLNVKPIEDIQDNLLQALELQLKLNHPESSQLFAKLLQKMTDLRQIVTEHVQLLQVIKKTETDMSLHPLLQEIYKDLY
HMGR II inh: inhibitors of E. faecalis class II HMGR, primary screen, biochemical, Enterococcus faecalis; purified E. faecalis HMGR, NADPH absorbance 340 nm kinetic; 190,000 compounds, 0.41% hits; inhibition, % at 10 µM; HMG-CoA reductase (Enterococcus faecalis, mvaE);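 active means inhibition above a set limit, the median over all tested compounds plus 3 SD, cut at about 9.5% in these data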;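 further: enzyme runs in reverse so mevalonate oxidation gives rising NADPH absorbance; 0% = complete reaction with DMSO and 100% = background rate lacking mevalonate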
TNAP inh hi DEA: human TNAP enzyme inhibitors, primary screen, biochemical, luminescent, high phosphate acceptor level, uHTS; Alkaline phosphatase, tissue-nonspecific isozyme (Homo sapiens), P05186; AID 1135, 2008; 200,000 compounds, 0.03% hits; inhibition, % at 20 µM; purified TNAP, CDP-star luminescence, 1 M DEA;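 active means over 50% inhibition of tissue-nonspecific alkaline phosphatase at 20 µM in the single-dose screen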;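 further: plate controls were DMSO wells for no effect and EDTA-quenched wells as full inhibition for full effect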
Target sequence (P05186 whole entry, looked up): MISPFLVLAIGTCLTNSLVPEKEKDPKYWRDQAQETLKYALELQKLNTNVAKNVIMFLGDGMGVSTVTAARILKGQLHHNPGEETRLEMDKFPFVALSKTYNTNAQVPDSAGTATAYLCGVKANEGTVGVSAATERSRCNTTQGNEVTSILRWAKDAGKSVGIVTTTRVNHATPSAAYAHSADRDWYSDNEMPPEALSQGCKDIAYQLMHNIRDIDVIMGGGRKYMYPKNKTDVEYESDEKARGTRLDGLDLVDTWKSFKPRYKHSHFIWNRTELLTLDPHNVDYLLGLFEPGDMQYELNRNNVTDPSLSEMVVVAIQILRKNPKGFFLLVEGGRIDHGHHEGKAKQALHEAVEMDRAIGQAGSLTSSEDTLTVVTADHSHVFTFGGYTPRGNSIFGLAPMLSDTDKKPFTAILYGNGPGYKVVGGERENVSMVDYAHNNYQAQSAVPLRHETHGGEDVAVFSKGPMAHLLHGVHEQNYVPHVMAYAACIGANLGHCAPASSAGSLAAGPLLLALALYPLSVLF
PPARg SRC-1 ag: PPARgamma agonists recruiting SRC-1 coactivator, primary screen, biochemical; Peroxisome proliferator-activated receptor gamma (Homo sapiens), P37231; PPARgamma-SRC-1 coactivator recruitment biochemical assay; activation, % at 8 µM; 200,000 compounds, 0.41% hits; AID 631, 2007; in the data active means activation above about 19%;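 further: 0% = DMSO and 100% = reference agonist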
TR-FRET SRC-2 ct: TR-FRET signal artefacts, primary screen, artefact control for PPARgamma SRC-2 agonist project, biochemical; TR-FRET ratio at 8 µM; 200,000 compounds, 0.4% hits; TR-FRET artefact counter-screen; active compounds read high; in the data active means TR-FRET ratio above about 2000; further: inactives centre near 1500
TNAP act hi DEA: TNAP activators at high phosphate acceptor level, primary screen, biochemical, luminescence, uHTS; activation factor at 20 µM; 200,000 tested, under 10 active; Alkaline phosphatase, tissue-nonspecific isozyme (Homo sapiens), P05186; purified TNAP, CDP-star luminescence, 1 M DEA, 30 min; active compounds read high; 0 = EDTA background, 1 = DMSO-only activity;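 active means activation factor at least 2 at 20 µM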
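Dosing: 20 µM single point. System: human TNAP. Amount: TNAP 1/800 final. Incubation: 30 min, room temperature. Read-out: TNAP activation factor scaled between EDTA and DMSO control wells. Signal: luminescence from CDP-star hydrolysis. Medium: 1 M DEA, pH 9.8, Mg2+, Zn2+. Control set: EDTA negative control, DMSO positive control.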
bIAP inh: bovine intestinal alkaline phosphatase inhibitors, primary screen, selectivity assay for TNAP inhibitor project, biochemical, bovine IAP, CDP-star luminescence; 190,000 tested, under 10 active; purified bovine IAP, 30 min; AID 1019, 2008; inhibition, % at 20 µM;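 active means over 50% inhibition of intestinal alkaline phosphatase at 20 µM in the single-dose screen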
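test system = bovine IAP enzyme | medium = DEA buffer 100 mM, pH 9.8, with MgCl2 1.0 mM, ZnCl2 0.02 mM | detection = luminescence | dosing = single compound dose of 20 µM, 2% DMSO final | incubation = 30 min reaction at room temperature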
bIAP act: bovine intestinal alkaline phosphatase activators, primary screen, biochemical, bovine IAP, CDP-star luminescence. purified bovine IAP, 30 min; active compounds read high; fold of DMSO-control signal, blank-subtracted. activation factor at 20 µM. 200,000 compounds, 0.17% hits. AID 1016, 2008;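 active means activation factor of 2 or more at 20 µM, a signal rise over negative controls twice the positive control's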
TNAP inh no acc: human TNAP enzyme inhibitors, primary screen, biochemical, luminescent, no phosphate acceptor, uHTS; Alkaline phosphatase, tissue-nonspecific isozyme (Homo sapiens), P05186; purified TNAP, CDP-star luminescence, 30 min; inhibition, % at 20 µM; 200,000 compounds, 0.26% hits; AID 1012, 2008;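 active means tissue-nonspecific alkaline phosphatase inhibition above about 50% at 20 µM in the single-dose screen, limit read from the data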;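 further: 0% = DMSO negative control and 100% = EDTA positive control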
PPARg SRC2 recr: agonists of PPARg-SRC-2 recruitment, primary screen, biochemical, HTS; PPARgamma LBD-SRC-2 recruitment; Peroxisome proliferator-activated receptor gamma (Homo sapiens), P37231; 200,000 compounds, 0.34% hits; activation, % at 8 µM; AID 1032, 2008; in the data active means activation above about 22%;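 further: 0% = vehicle and 100% = reference agonist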
* marks the source's active call; other numbers are inactive results; . = not tested or not shown.

SMILES	PPARg SRC3 recr	HMGR II inh	TNAP inh hi DEA	PPARg SRC-1 ag	TR-FRET SRC-2 ct	TNAP act hi DEA	bIAP inh	bIAP act	TNAP inh no acc	PPARg SRC2 recr
CCCc1nc2sc3c(c2c(=O)n1N)CCC3	3	0	-3	2	1477	1	8	0.9	-8	1
COc1ccc(NC(=O)CSc2nnc(NC(C)=O)s2)c([N+](=O)[O-])c1	-2	1	2	-4	1573	1	-15	1.2	-2	-2
COc1ccc2c(c1OC)C(=O)N(c1ccccn1)C2	14	-2	-3	2	1612	1	-6	1.1	-6	6
c1ccc(-n2ncc3c(NCCN4CCCCC4)ncnc32)cc1	-12	2	-7	8	1607	1.1	-12	1.1	-1	8
C=CCNc1oc(-c2cccs2)nc1S(=O)(=O)c1ccccc1	4	-1	-4	-4	1341	1	13	0.9	-12	8
NS(=O)(=O)c1ccc(NC(=O)COC(=O)c2ccc(Cl)nc2)cc1	2	-3	-5	4	1620	1.1	5	0.9	-6	7
NC(=O)c1ccc(-n2nnnc2Oc2ccccc2C(=O)N2CCOCC2)cc1	0	0	-4	-2	1355	1	10	0.9	-11	2
COC(=O)c1cc2ccsc2n1Cc1nc(-c2ccc(Cl)cc2)oc1C	-8	-7	-8	1	1493	1.1	14	0.9	-22	-13
Cc1ccc(NC(=O)Cn2cccc2)c(C)c1	10	2	-3	1	1602	1	-1	1	-5	9
O=C(COC(=O)/C=C/c1ccccc1)Nc1cccc(Oc2ccccc2)c1	-6	-8	-3	-5	1418	1	-7	1.1	-6	-4
O=C1N(CN2CCN(Cc3ccccc3)CC2)c2ccccc2C12OCCCO2	0	-3	-6	-6	1399	1.1	-3	1	-8	-5
CC(C)(C)c1ccc(OCCn2ccccc2=O)cc1	9	1	-6	10	1681	1.1	2	1	-12	5
COc1ccc(OC)c(-c2cc(C(=O)Nc3c(C)nn(Cc4ccccc4C)c3C)no2)c1	-2	-4	-5	-2	1350	1.1	12	0.9	-12	8
COc1ccc(C)cc1-n1nnnc1SCC(=O)NC(=O)NCc1ccco1	1	-8	-7	0	1620	1.1	3	1	-9	1
CNC(=O)CCSSCCC(=O)NC	1	-5	-5	5	1658	1.1	-4	1	-16	2
CC(C)(C)c1cc(C(=O)N/N=C/c2ccccc2O)n(-c2ccccc2)n1	2	5	1	2	1640	1	6	0.9	-128	-3
O=C(NNc1ncccc1Cl)c1c(Cl)cccc1Cl	-1	-7	-3	13	1616	1	-21	1.2	-158	6
Nc1ccc(CCc2nc3ccccc3o2)cc1	7	1	-3	2	1689	1	10	0.9	-9	8
O=C(COC(=O)CC(c1ccccc1)c1ccccc1)Nc1cccc(F)c1	8	-4	0	10	1594	1	8	0.9	-16	13
O=C(CN1CCCCCC1)NCc1ccccc1	1	0	2	12	1668	1	1	1	-4	3
COc1cc(C(=O)Nc2nc3ccc(S(=O)(=O)N4CCOCC4)cc3s2)cc(OC)c1OC	5	-2	-3	-2	1457	1	1	1	-12	5
CCOc1cc(NC(=S)NCC2CCCO2)c(OCC)cc1NC(=O)CC(C)C (centres undefined)	6	-2	-6	-2	1343	1.1	9	0.9	-8	2
COc1ccc(C2OCC3(CO2)SC(=O)NC3=O)cc1 (centres undefined)	5	4	4	3	1558	1	.	0.1	-7	0
CCOCCCn1c(SCC(=O)/C(C#N)=C(\C)N)nc2ccccc2c1=O	-3	-2	1	-2	1619	1	.	0.3	-8	1
N#CCSc1nc2cc(C(=O)N3CCCC3)ccc2c(=O)n1Cc1ccccc1	-1	5	-2	-6	1368	1	-2	1	-10	-2
CCN(c1ccccc1)S(=O)(=O)c1cnc[nH]1	-3	-3	8	1	1526	0.9	8	0.9	3	3
CCOc1ccc(C(=O)NNC2CC(=O)N(Cc3ccc(Cl)cc3)C2=O)cc1OC (centres undefined)	1	-2	-4	-2	1455	1	-44	1.4	-9	0
Cc1cccc(NC(=O)c2cc3c([nH]c4ccccc43)c(C)n2)c1C	5	-10	2	2	1562	1	-1	1	-10	-3
Cn1c2ccccc2c2cc(C(=O)N3CCOCC3)sc21	-4	-11	-4	-1	1762	1	-11	1.1	-4	2
c1ccc(-n2c(-c3ccncc3)nnc2-c2ccco2)cc1	8	4	-3	-2	1794	1	14	0.9	-10	6
COc1cc(/C=N/NC(=O)CCc2n[nH]c(=O)[nH]c2=O)cc(OC)c1OC	-3	-1	0	-5	1204	1	-14	1.1	-4	3
Cc1ccccc1NC(=O)c1sc2nc3c(c(-c4ccco4)c2c1N)CCCC3	-4	0	-8	2	1561	1.1	4	1	-18	8
CC(c1nccs1)N(C)c1nc2nonc2nc1NC1CC1 (centres undefined)	3	-3	-6	-9	1430	1.1	-1	1	-4	3
Cc1ccc(N=Nc2c(O)n(CN3CCOCC3)c3ccccc23)cc1	14	-1	9	4	1692	0.9	22	0.8	14	5
CCOC(=O)NC(=O)COC(=O)c1ccc(Sc2ncn[nH]2)c([N+](=O)[O-])c1	1	-10	10	-7	1460	0.9	-5	1.1	13	-8
Cc1noc2ncnc(Oc3ccc(F)cc3)c12	1	-2	-2	2	1460	1	10	0.9	-1	0
Cc1cc(-n2cccn2)ccc1CN1CCN(C2CCCC2)C(CCO)C1 (centres undefined)	-2	-4	-8	2	1507	1.1	4	1	-1	-7
CN(C)S(=O)(=O)Oc1cccc(C(=O)Nc2ccc(Cl)cc2)c1	15	-10	-3	3	1655	1	12	0.9	5	0
COc1cc(C=C2C(=O)OC(C)(C)OC2=O)ccc1OCC(=O)Nc1ccccc1	2	-4	-9	0	1728	1.1	7	0.9	-15	15
CCOC(=O)/C(=C/c1c[nH]c2ccccc12)NC(C)=O	-1	-4	-6	4	1504	1.1	4	1	-11	0
Cc1c(C(=O)NCc2ccc3c(c2)OCO3)cccc1[N+](=O)[O-]	1	-3	2	-2	1368	1	-2	1	7	3
COc1ccccc1N1CCN(S(=O)(=O)c2c(C)ccc3nsnc23)CC1	2	-1	-8	10	1593	1.1	6	0.9	-13	8
Cc1ccc(Sc2cnc(N)nc2C)cc1	-2	2	-5	-1	1501	1.1	-5	1.1	-7	-1
c1ccc(C2CCC3(CC2)Oc2ccccc2C2CC(c4cccnc4)=NN23)cc1 (centres undefined)	4	5	2	0	1559	1	3	1	-3	4
COc1ccc(CCNC(=O)CCCCCNc2nc(=S)[nH]c3ccccc23)cc1OC	1	-5	-2	-2	1434	1	-13	1.1	-3	-1
CC(=O)N1CN(Cc2ccccn2)Cc2c1sc1c2CCCC1	1	-3	-3	-1	1410	1	-12	1.1	-6	2
COc1ccc(N2CCN(C(=O)C3CC(=O)N(c4ccc(C)cc4)C3)CC2)cc1 (centres undefined)	6	-1	-6	9	1753	1.1	-2	1	-16	8
O=C(Nc1ccccc1)C1=C(N2CCOCC2)/C(=C/c2cccnc2)CC1	0	-2	-2	1	1532	1	12	0.9	-8	-2
NC(=O)NC(=O)C[n+]1cccc(/C=N/O)c1	-2	3	-8	6	1612	1.1	2	1	-17	-5
CCOC(=O)Cc1cc(=O)n2[nH]c(C)c(-c3ccccc3OC)c2n1	-1	-8	-1	-1	1554	1	-4	1	-9	2
NS(=O)(=O)c1ccc(NC(=S)NCc2ccco2)cc1	-2	2	-4	-8	1423	1	4	1	-7	-4
Nn1c(SCc2ccccc2)nnc1-c1ccco1	-11	-1	-6	-5	1457	1.1	10	0.9	-13	-1
CCOc1ccc2ccccc2c1CNc1nnnn1C	4	-5	-4	0	1656	1	3	1	-5	0
COc1cccc(NC(=S)N(CCCN2CCC(C)CC2)Cc2cccs2)c1	-3	-8	-1	-6	1542	1	20	0.8	-17	-4
CCCn1cc(S(=O)(=O)CC(=O)Nc2ccc(OC)cc2OC)c2ccccc21	5	-8	3	-4	1561	1	4	1	-8	-8
Cc1cc(O)c2c(-c3ccccc3)cc(=O)oc2c1	-2	-2	-2	1	1550	1	16	0.8	-9	5
CCN(CC)S(=O)(=O)c1ccc(/C=C/C(=O)Nc2cccc(F)c2)cc1	7	-3	0	-8	1452	1	3	1	-13	9
COC(=O)C1C(=O)/C(=C(/C)N2CCCC2)C(=O)CC1(C)C (centres undefined)	2	-5	-4	-4	1436	1	4	1	-7	1
CN(CCc1cn[nH]c1)C(=O)CC1C(=O)NCCN1Cc1ccccc1C(F)(F)F (centres undefined)	1	-6	-2	6	1402	1	-9	1.1	-11	2
COc1nc(NCc2cccnc2)nc(NC2CCCCC2)n1	-1	-5	4	3	1609	1	1	1	-3	3
More entries:
SMILES	PPARg SRC3 recr	HMGR II inh	TNAP inh hi DEA	PPARg SRC-1 ag	TR-FRET SRC-2 ct	TNAP act hi DEA	bIAP inh	bIAP act	TNAP inh no acc	PPARg SRC2 recr
COc1ccc(C2C(C#N)=C(N)Oc3n[nH]c(-c4ccccn4)c32)c(OC)c1OC (centres undefined)	-2	-2	-2	-2	1378	1	-41	1.4	-14	-5
Cc1c(Cl)c([N+](=O)[O-])nn1CC(=O)N1CCc2ccccc2C1	9	0	-4	-1	1437	1	-1	1	-6	-1
Cc1ccc(C)c(-c2nnc(OCC(=O)Nc3cc(C)on3)c3ccccc23)c1	-8	4	-4	-10	1683	1	-7	1.1	-5	1
CN(C)S(=O)(=O)c1ccc(NC(=O)c2cc(F)c(F)cc2Cl)cc1	5	3	-6	4	1492	1.1	12	0.9	-15	-3
Cc1ccc(CNC(=O)Nc2ccccc2)cc1	-1	-4	-3	11	1604	1	12	0.9	-5	-1
CCNC(=O)CN(C1CCCCC1)S(C)(=O)=O	4	2	5	7	1489	0.9	2	1	-17	3
COC(=O)C1CN(S(=O)(=O)c2ccc(C)cc2)CCN1S(=O)(=O)c1ccc(C)cc1 (centres undefined)	-2	-3	-4	2	1536	1	8	0.9	-13	-2
CCN(CC)CCn1c(SCC(=O)Nc2ccc(F)cc2)nc2c(sc3ccccc32)c1=O	1	-4	-2	8	1514	1	2	1	-31	-2
CSc1ncccc1C(=O)OCc1ccc(Br)cc1	0	-3	-6	0	1677	1.1	31	0.7	-10	11

Taken from the results shown (three entries):
SMILES	PPARg SRC3 recr	HMGR II inh	TNAP inh hi DEA	PPARg SRC-1 ag	TR-FRET SRC-2 ct	TNAP act hi DEA	bIAP inh	bIAP act	TNAP inh no acc	PPARg SRC2 recr
COc1ccc(C2C(C#N)=C(N)Oc3n[nH]c(-c4ccccn4)c32)c(OC)c1OC (centres undefined)	-2	-2	-2	-2	1378	1	-41	1.4	-14	-5
Cc1c(Cl)c([N+](=O)[O-])nn1CC(=O)N1CCc2ccccc2C1	9	0	-4	-1	1437	1	-1	1	-6	-1
Cc1ccc(C)c(-c2nnc(OCC(=O)Nc3cc(C)on3)c3ccccc23)c1	-8	4	-4	-10	1683	1	-7	1.1	-5	1
